TbHK1 inh: T. brucei hexokinase 1 inhibition; recombinant TbHK1, G6PDH-coupled NADH A340; inhibition, % at 10 µM; 220,000 compounds, 0.11% hits;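 active = inhibition of 50% or more in the single-dose primary screen; inactive = inhibition below 50%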
PPC-1+TRAIL kill: compounds killing PPC-1 cancer cells with TRAIL present (potentiator screen, no TRAIL-free arm). PPC-1 cells + TRAIL, ATPLite viability luminescence. cell killing (% activity), % at 4 µM. 220,000 compounds, 0.41% hits;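 active = cell killing above 50% in the first pass at 4 µM, then a duplicate retest at 5 µM averaging 50% or more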;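 also: plate controls were cells with TRAIL plus DMSO for no effect and medium-only wells lacking cells for full effect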
CHOP inh: CHOP inhibition in unfolded protein response. CHO-K1 CHOP-promoter luciferase, tunicamycin-induced, 15-18 h. inhibition, % at 10 µM. 220,000 compounds, 3.8% hits;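 active = compounds that reduced the stress-induced luciferase reporter signal by more than about 70% of percent inhibition, limit read from the data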;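 also: 0% = tunicamycin plus vehicle and 100% = wells without tunicamycin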
FXIa inh 1536: blocks human coagulation factor XIa protease activity. AID 798. P03951. 220,000 compounds, 0.14% hits. inhibition, % at 5 µM. purified FXIa, Boc-Glu-Ala-Arg-AMC fluorogenic substrate;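 active = inhibition of at least 40%; inactive = inhibition below 40%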;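 also: fluorescence of freed AMC excited at 355 nm; 0% = enzyme without compound and 100% = no enzyme blank; many of its hits are not listed in these tables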
Target sequence (P03951 19-387 limits assumed): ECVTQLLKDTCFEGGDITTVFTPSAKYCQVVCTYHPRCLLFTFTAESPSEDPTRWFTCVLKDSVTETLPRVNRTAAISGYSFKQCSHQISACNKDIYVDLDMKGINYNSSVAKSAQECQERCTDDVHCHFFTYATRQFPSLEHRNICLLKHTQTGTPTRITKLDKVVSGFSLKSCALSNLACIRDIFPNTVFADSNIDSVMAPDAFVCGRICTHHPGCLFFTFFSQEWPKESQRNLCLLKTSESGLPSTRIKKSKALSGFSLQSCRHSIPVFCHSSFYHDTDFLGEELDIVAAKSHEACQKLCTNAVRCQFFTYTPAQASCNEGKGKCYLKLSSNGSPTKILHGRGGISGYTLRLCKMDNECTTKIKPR
Target sequence (P03951 388-625 limits assumed): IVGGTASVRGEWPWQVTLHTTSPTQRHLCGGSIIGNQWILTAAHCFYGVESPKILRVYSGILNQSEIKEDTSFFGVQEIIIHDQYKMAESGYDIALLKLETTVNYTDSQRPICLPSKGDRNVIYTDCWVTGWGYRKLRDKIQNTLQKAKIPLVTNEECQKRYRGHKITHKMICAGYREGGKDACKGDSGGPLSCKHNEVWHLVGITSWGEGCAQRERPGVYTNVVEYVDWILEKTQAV
FXIIa inh 1536: factor XIIa (human) inhibition; P00748; purified FXIIa, Boc-QGR-AMC fluorogenic substrate, 2 h; inhibition, % at 5 µM; 220,000 compounds, 0.3% hits; AID 800; in the data active = inhibition above about 40%;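 also: 0% = enzyme with no compound and 100% = blank without enzyme; many of its hits are not listed in these tables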
L929 necroptosis: L929 zVAD cell death inhibition | L929 zVAD necroptosis rescue, ATP luminescence, 24 h; with zVAD 60 µM | viability rescue, % at 10 µM | 220,000 compounds, 0.38% hits;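 active = activation, scaled between plate controls, above about 75%, limit read from the data; inactive = activation under that limit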;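 also: 0% = zVAD with DMSO and 100% = DMSO alone without zVAD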
TNF necrop inh: inhibitors of TNF-alpha induced necroptosis in Jurkat FADD-/- cells; Jurkat FADD-/- TNF necroptosis rescue, ATP luminescence, 24 h; 0 = TNF only, 100 = no-TNF cells; activation (protection from cell death), % at 10 µM; 220,000 compounds, 0.068% hits; AID 463075;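 active = activation, meaning protection from cell death, of at least 50% relative to plate controls; inactive = activation below 50%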;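 also: necroptosis triggered by 40 ng/mL TNF-alpha added together with compound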
PGE2 EP2 inh: inhibitors of human EP2 prostaglandin E2 receptor. P43116. C6 glioma cells expressing human EP2, cAMP TR-FRET; cells stimulated with saturating PGE2. inhibition, % at 25 µM. 260,000 compounds, 0.52% hits. AID 1422;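 active = percent inhibition above 40 after rounding to a whole number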;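 also: rat C6 glioma host cells with rolipram phosphodiesterase inhibitor present; the protocol text gives 20 µM as final concentration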
Wee1 degr inh: human Wee1 degradation inhibition, primary screen; reporter increase, % at 5 µM; 220,000 compounds, 1.2% hits; HeLa Luc-Wee1K328M stability, luciferase luminescence; 100% = proteasome inhibitor MG132 effect;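 active = activation above the mean of all tested compounds plus 3 SD, set per screening run, cut at about 8.8% in these data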;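 also: cells exposed to compound for 20 h before luminescence read; 0% = DMSO alone and 100% = MG132 at 30 µM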
Active calls of the source: *; . = no result given; & = joins results of further samples; [ ] = dose if it differs, or a comment. Some of the compounds tested, so the mix of outcomes need not match the whole.

SMILES	TbHK1 inh	PPC-1+TRAIL kill	CHOP inh	FXIa inh 1536	FXIIa inh 1536	L929 necroptosis	TNF necrop inh	PGE2 EP2 inh	Wee1 degr inh
Cc1nc2cc(NC(=O)Nc3ccccc3Cl)ccc2n1C	-10	71*[5 µM]	4	-6	0	1.9	-0.4	13	-3
CCC(=O)Nc1nc2c(OC)ccc(OC)c2s1	1	22	10	1	9	1.7	1.5	9	-1
Cc1nn(CC#N)c(=O)n1-c1ccc(Cl)cc1	3	15	4	-1	7	3.2	3.1	4	2
Cc1cc(OCC(O)CN2CCN(C)CC2)ccc1C(C)C (stereo not given)	8	-11	0	21	19	1.0	1.4	7	-4
CC(Sc1ccc(Cl)cc1)C(=O)NCc1ccc2c(c1)OCO2 (stereo not given)	-2	-7	-3	-2	8	-0.1	0.3	10&13	2
c1ccc2c(c1)OCCOCCOc1ccccc1OCCOCCO2	4	28	60	-4	10	-0.5	0.9	10	1
COc1cc(-c2nc3n(n2)C(c2ccncc2)C(C(N)=O)=C(C)N3)cc(OC)c1OC (stereo not given)	3	4	10	-3	6	0.9	1.2	11	-1
O=C(/C=C/c1cccs1)c1cc(F)ccc1OC(=O)N1CCOCC1	-38	.	.	.	.	-0.5	-8.0	14	-3
O=C(Nc1c2c(nc3ccccc13)CCCC2)c1ccccc1Br	5	35	7	5	-15	-0.7	1.7	4	1
Cc1nc2ccccc2c(=O)n1/N=C/c1ccc2ccccc2c1O	-10	17	10	1	8	0.3	-4.6	8	6
Cc1ccc(NC(=S)NC(=O)c2ccc(Br)o2)c(C)c1	9	19	10	29	27	-0.3	0.2	9	0
N#Cc1c(-c2ccc(F)cc2)nc2n(c1=O)CCS2	-32	-12	58	-1	27	0.4	-0.3	4	-1
O=C(CCS(=O)(=O)c1ccccc1)Nc1ccc2c(c1)C(=O)NC2=O	-11	-9	37	-1	4	0.1	1.0	6	-3
Cc1noc(/C=C/c2nn(C)cc2Cl)c1[N+](=O)[O-]	-20	8	-8	-9	4	-1.3	-2.3	17	3
N#CCCn1cc(/C=C(\C#N)c2nc3ccccc3s2)c(-c2ccc(F)cc2)n1	-18	9	6	0	9	0.9	-0.7	4	-3
CCOC(=O)c1[nH]c(C)c(C(=O)Nc2cc(Cl)ccc2C)c1C	3	-5	.	2	18	-2.1	-16	7	4
COc1cccc(Oc2ccc(C(F)(F)F)cc2NC(=O)c2cccc(F)c2)c1	1	7	7	-8	3	0.7	0.8	7	-3
O=C1CN(C(=O)CNCc2ccccc2Cl)c2ccccc2N1	-3	13	5	6	14	-0.5	2.4	7	-2
CCOc1ccccc1-c1cc(-c2ccccc2)nc2c1c(=O)n(C)c(=O)n2C	-9	4	46	9	18	1.4	1.0	.	1
O=S(=O)(Nc1cccnc1)c1cc(Cl)ccc1Cl	-2	-18	25	-13	4	0.4	-0.6	16	-1
CC(=O)NC(c1ccco1)c1ccc2cccnc2c1O (stereo not given)	7	-1	.	2	-1	56	-9.1	27	0
COC(=O)c1[nH]cnc1C(=O)c1ccccc1	1	-12	0	-3	1	-0.6	0.7	11	-4
CCOC(=O)CN1C(=O)S/C(=C/c2cc(C)n(-c3ccccn3)c2C)C1=O	-24	18	41	2	18	0.5	-0.8	11	5
COCC(=O)c1[nH]c2ccccc2c1C	-21	8	52	2	16	0.4	2.1	13	1
CCCn1c(N2CCN(CC(=O)NCc3cccs3)CC2)nc2ccccc21	-1	8	24	2	11	0.4	-3.6	16	-2
CCOc1ccc(/C=C2\SC(=O)N(CCNC(=O)C3COc4ccccc4O3)C2=O)cc1OC (stereo not given)	24	2	68	0	7	0.8	0.4	13	-3
Cc1ccc(CNC(=O)C(=O)NCC2OCCN2C(=O)c2cccs2)cc1 (stereo not given)	2	17	9	4	5	0.0	0.4	-1	-3
O=c1c2c(-c3ccccc3)csc2ncn1/N=C/c1c2ccccc2cc2ccccc12	-22	39	34	-11	-4	-1.4	-7.6	6	3
CCSc1nc2cc(OC)c(OC)cc2c(=O)n1CCc1ccccc1	-15	23	64	-11	2	1.6	-0.7	7	-2
CSc1nc(Sc2ccccc2Cl)c2ccccc2n1	17	2	53	-6	6	0.4	-7.2	18	0
Cc1ccc(F)cc1NC(=O)c1cccc(N(C)C)c1	-8	13	26	-1	17	2.1	0.2	20	-1
O=[N+]([O-])c1ccc(N/N=C/c2ccc(O)c(O)c2O)c(S(=O)(=O)N2CCOCC2)c1	-1	4[5 µM]	-1	1	-1	0.8	-5.4	15	1
O=C(NCc1ccco1)C1CC(c2ccc(Cl)c(Cl)c2)=NO1 (stereo not given)	1	.	6	-5	1	0.9	-4.1	11&21	2
CCOC(=O)c1sc2nc(C)cc(C)c2c1N	-6	3	-22	-10	1	2.3	0.7	11	1
COc1cc(N=Nc2c(O)c3ccccc3[nH]c2=O)c(OC)cc1N=Nc1ccccc1	-15	-23	10	-3	8	-0.3	-20	10	2
COc1cccc(/C=C2\SC(=S)N(c3cccnc3)C2=O)c1OC	-16	5	16	-6	3	1.1	-1.0	11	3
CC(=O)c1c(C(C)=O)c(C)n(NC(=O)c2ccc(Cl)cc2)c1C	-1	4	6	2	-2	-0.3	-0.8	9	1
CCOC(=O)c1sc(N)c(C(=O)OC)c1C	1	34	-10	8	11	0.5	-1.7	11	-3
Cc1ccc(S(=O)(=O)NNC(=O)c2ccncc2)cc1	5	10	22	19	22	0.6	0.3	3	-2
COc1ccc(OC)c(NC(=O)CSC2=NCCS2)c1	3	9	49	1	3	0.1	-0.4	17	-2
COc1ccc(-c2n[nH]c(=S)n2N)c(OC)c1	-4	11	-7	1	13	2.5	0.7	3	-2
COC(=O)c1ccc(/C=N\n2c(C)nnc2C)cc1	-3	4	-25	-10	-5	0.6	-0.6	14	6
O=C1/C(=C/C=C/c2ccco2)SC(=S)N1c1ccc(O)cc1	17	6	2	4	6	-1.1	-8.3	18	-2
Cn1nnc2c(N3CCCCC3)nccc21	-1	-8	18	-2	6	-0.3	0.1	5	3
COc1ccccc1-n1cnc2cc(NCc3cccs3)ccc21	39	1	.	4	14	-1.8	-15	18	-2
Cc1ccc(CC(=O)Nc2ccccc2N2CCOCC2)cc1C	-8	6	29	2	14	0.3	0.6	11	-1
CCCN(Cc1cc2ccccc2[nH]c1=O)C(=O)c1cccc([N+](=O)[O-])c1	-14	1	14	2	3	-0.3	2.8	15	-1
O=C(COc1ccccc1)NNC(=O)c1cc2ccccc2o1	30	8	-5	1	3	0.8	1.4	9&5	2
Cc1ccc(Cn2c(SCC(=O)NCC3CCCO3)nc3ccsc3c2=O)cc1 (stereo not given)	-4	16	18	-1	8	-0.8	2.1	7	0
CCOC(=O)c1ccc(Oc2ccc(C(F)(F)F)cn2)cc1	-1	12	20	-2	7	1.3	-0.3	3	-2
Cc1ccnc(N2CCC(C(=O)Nc3cccc(C(F)(F)F)c3)CC2)n1	-4	2	16	17	30	10	1.0	7&10	1
Cn1c(=O)c2c(nc(CN3CCN(c4ccccc4)CC3)n2Cc2c(F)cccc2Cl)n(C)c1=O	0	8	28	7	13	-0.3	0.7	2	2
COc1cc(O)c(C(CC(=O)N2CCCC(C)C2)c2cc(OC)c(OC)c(OC)c2)c(OC)c1 (stereo not given)	-16	14	13	-2	6	-0.1	0.9	9	.
COC(=O)c1cc2occc2n1Cc1nc(-c2ccc(Cl)cc2)oc1C	-2	-10	0	13	10	.	-1.3	10	2
O=C(NC1CCCCCC1)C1CC(=O)N(Cc2ccccc2)C1 (stereo not given)	3	-3	-22	6	6	-0.2	0.0	3	-1
O=C(CCC(=O)NC1CCCCCC1)Nc1nnc(C(F)(F)F)s1	1	15	23	4	13	0.9	0.7	11	-2
COC(=O)CSc1ccnc2cc(Cl)ccc12	-8	16	5	9	17	-0.6	0.8	7	4
Cc1cccc(NC(=S)NC2CC3CCCC(C2)N3Cc2ccccc2)c1C (stereo not given)	5	7	12	-3	4	-1.8	-0.9	4	0
C=CCN(CC=C)CCOc1cccc2ccccc12	9	2	76*	5	9	0.1	1.0	9	-2
O=C(Nc1cc(Oc2ccccc2)cc([N+](=O)[O-])c1)C12CC3CC(C1)CC(n1cnc(Cl)n1)(C3)C2	-2	6	27	6	15	2.0	2.3	8	-1

Remaining list, next part
SMILES	TbHK1 inh	PPC-1+TRAIL kill	CHOP inh	FXIa inh 1536	FXIIa inh 1536	L929 necroptosis	TNF necrop inh	PGE2 EP2 inh	Wee1 degr inh
CNC(=S)N1N=C(c2ccc(C)cc2)CC1c1ccc(Br)cc1 (stereo not given)	-10	-8	55	4	18	-0.5	1.3	5	3
CC1CCN(CC(=O)NCCc2ccc(F)cc2)CC1	-1	14	8	-1	6	1.3	0.6	9&4	3
COc1ccccc1NC(=O)c1ccc(NC(=O)CN(C)Cc2ccccc2F)cc1	1	9	17	3	10	3.3	1.4	1	1
C/C(CC(=O)Nc1ccc(Cl)c(C(F)(F)F)c1)=N\NC(N)=S	-3	6	-1	-2	5	-1.9	-2.8	16	-2
